# GAA glycogen: alters human alpha-glucosidase cleavage of glycogen; AID 2100; hit rate 0.38% among 300,000; recombinant GAA, glycogen substrate, Amplex Red glucose oxidase fluorescence; Potency, µM (doses to about 76.4 µM), inactives show at the highest dose activity change, negative = inhibition, actives largely listed as inhibitors; P10253; active = well fitted inhibition curve with a large enough effect; inconclusive = small, poorly fitted or top-dose-only effect, or another doubt; inactive = no such curve, though single readings can be large or run the other way;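 also: 0% = full enzyme reaction and -100% = no-enzyme basal signal; the screen sought inhibitors and activators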
#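 Recombinant enzyme (4 nM final) with compounds titrated up to 77 uM and bovine liver glycogen (30 ug) in citrate pH 5.0, 0.01% Tween-20, 37 C 40 min. Released glucose detected by Amplex Red/glucose oxidase (Ex 573/Em 610); AC50 from Hill fits.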
# Active calls of the source: *; ? = inconclusive; & = joins results of further samples; [ ] = dose if it differs, or a comment. Potency is read from the fitted curve at half-maximal effect. Only part of the results is shown; rates above refer to the full screens.
# Sample of the layout:
SMILES,GAA glycogen
Cc1coc2c(C)c3oc(=O)c(CCC(=O)NCCCn4ccnc4)c(C)c3cc12,-7.8%[76.3 µM]
C/C(CCc1ccccc1)=N\NC(=S)NCCc1ccccc1,2.7%

# Main list, previewed entries included:
SMILES,GAA glycogen
Cc1coc2c(C)c3oc(=O)c(CCC(=O)NCCCn4ccnc4)c(C)c3cc12,-7.8%[76.3 µM]
C/C(CCc1ccccc1)=N\NC(=S)NCCc1ccccc1,2.7%
CN(CC(=O)NCc1ccc2c(c1)OCO2)S(=O)(=O)c1ccc(F)cc1,1.8%
C=CCn1c2c(c(=O)[nH]c1=S)CN(C(C)c1ccccc1)CN2 (stereo not drawn),0.3%
CCCCS(=O)(=O)c1oc(-c2ccc(F)cc2)nc1S(=O)(=O)c1ccc(C)cc1,6.6%[76.3 µM]
COc1ccc(C(=O)CSc2nnc(CNC(=O)c3ccccc3)n2C)cc1,-0.7%[76.3 µM]
CCOc1ccc(N(CC(=O)Nc2ccccc2CC)S(=O)(=O)c2c(C)[nH]c(=O)[nH]c2=O)cc1,0.0%[76.3 µM]
COc1ccc(-c2noc(CSc3nnc(-c4ccncc4)n3-c3ccc(C)cc3)n2)cc1,-3.4%[76.3 µM]
CCc1nnc2c(Nc3cccc(F)c3)nc3ccc(C(=O)c4ccccc4)cc3n12,4.1%[76.3 µM]
COc1ccc(N2CCN(C(=O)c3ccc(S(=O)(=O)N4CCCC4)cc3)CC2)cc1,-2.0%
COc1ccc(-c2cn3nc(N4CCCC(C(=O)NCCCOC(C)C)C4)sc3n2)cc1 (stereo not drawn),4.2%[76.3 µM]
CC(C)c1cc(NCCOCCO)n2c(nc3ccccc32)c1C#N,-9.2%
CC(=O)Nc1ccc(/C=N/Nc2nncc3ccccc23)cc1,-26.0%
Cc1ccc(C)c(NC(=O)Cn2c(=O)n(CC(=O)NCCc3ccccc3)c(=O)c3ccccc32)c1,7.3%[76.3 µM]
N#Cc1ccc(Cn2c(-c3ccc(F)cc3)noc2=O)cc1,2.0%[76.3 µM]
Cc1ccc(-c2cc3ncc(C(=O)c4cc([N+](=O)[O-])ccc4O)cn3n2)cc1,12.8%[76.3 µM]
COc1ccccc1NC(=O)c1ccc2oc(=O)c(S(=O)(=O)c3ccccc3)cc2c1,-10.3%[76.3 µM]
COc1cc(NC(=O)C2=C(C)OCCS2)c(Cl)cc1C(=O)NCCN(C)C,0.8%
Cc1cc(C)cc(NC(=O)C2C3C=CC4(O3)C2C(=O)N(CCCN(C)C)C4C(=O)NC2CCCC(C)C2C)c1 (stereo not drawn),-7.4%
CCCCCCCCC(=O)N1CCN(c2cc3c(cc2F)c(=O)c(C(=O)O)cn3CC)CC1,-0.2%
Cc1nc2c(-c3ccccc3)c(C)nn2c(C)c1CCC(=O)NCc1ccccc1Cl,-1.0%[76.3 µM]
O=C(NCCCSc1ccccc1)c1cc(Cl)ccc1O,-0.4%[76.3 µM]
CCc1ccc(S(=O)(=O)NCCOc2cccc3cccnc23)cc1,1.5%[76.3 µM]
COc1ccc(CN(CCC(c2ccc3c(c2)OCO3)c2ccccc2OC)C(C)=O)cc1 (stereo not drawn),-1.9%[76.3 µM]
O=C(c1ccc(CS(=O)Cc2ccc(Cl)cc2)o1)N1CCN(c2ccccn2)CC1 (stereo not drawn),-2.8%[76.3 µM]
COc1cccc(C(=O)Nc2cc(C)nn2-c2ccccc2)c1OC,4.9%
Cc1cc(C)c2nc(N(CCN(C)C)C(=O)/C=C/c3cccs3)sc2c1,-19.9%[76.3 µM]
CC1=C(c2ccc(C)c(C)c2)S(=O)(=O)N=C1N1CCN(c2cccc(C)c2)C(C)C1 (stereo not drawn),6.8%[76.3 µM]
CCOc1ccc(NC(=O)CSc2nnc(CNC(=O)C34CC5CC(CC(C5)C3)C4)n2CC)cc1,2.1%[76.3 µM]
Cc1nn(C(C)C(=O)NCc2ccco2)c(=O)c2nn(-c3ccccc3)c(C)c12 (stereo not drawn),-1.2%[76.3 µM]

# The closing 3 entries of the section above lead into the next:
SMILES,GAA glycogen
CC1=C(c2ccc(C)c(C)c2)S(=O)(=O)N=C1N1CCN(c2cccc(C)c2)C(C)C1 (stereo not drawn),6.8%[76.3 µM]
CCOc1ccc(NC(=O)CSc2nnc(CNC(=O)C34CC5CC(CC(C5)C3)C4)n2CC)cc1,2.1%[76.3 µM]
Cc1nn(C(C)C(=O)NCc2ccco2)c(=O)c2nn(-c3ccccc3)c(C)c12 (stereo not drawn),-1.2%[76.3 µM]
Cc1ccc2cc(CCNC(=O)C3CCCCC3)c(=O)[nH]c2c1C,3.1%[76.3 µM]
CC(=O)c1ccc(NC(=O)c2onc(C)c2Cl)cc1,-0.1%
CCOC(=O)c1ccc(NC(=O)CC2C(=O)N(c3ccc(C)cc3)C(=O)N2C2CCCCC2)cc1 (stereo not drawn),-7.3%[76.3 µM]
CCc1cc(C(=O)N2CCCC(C(=O)c3ccc(OC)c(F)c3)C2)n(C)n1 (stereo not drawn),6.9%[76.3 µM]
COc1ccccc1C(=O)n1nc(-c2ccccc2)nc1NCc1ccc(Cl)cc1,6.7%[76.3 µM]
Cc1ccc(C23CC4CC(CC(CC(=O)NC(C)(C)CO)(C4)C2)C3)cc1,-16.4%
CCN(Cc1ccc(OC)c(F)c1)C(=O)C1CCCO1 (stereo not drawn),-4.4%
C=CCOc1cccc(C2NC(=O)c3ccccc3O2)c1 (stereo not drawn),-11.4%[76.3 µM]
Cc1ccc(OCC(=O)NCCCNC(=O)c2cnccn2)cc1C,2.5%
Cc1ccc(Cl)cc1-n1c(=O)c2sc3ccccc3c2n(Cc2ccccc2)c1=O,-12.8%[76.3 µM]
Cc1cccc(Cn2c(SCc3ccc(C(=O)NC4CCCC4)cc3)nc3cccnc32)c1,-13.8%[76.3 µM]
COc1ccc(C(=O)Nc2ccc(NC(=O)c3cccs3)cc2)cc1OC,3.1%[76.3 µM]
Cc1ccnc(Nc2nc(-c3ccccc3)cs2)c1,5.0%[76.3 µM]
COCCCNC(=S)N1CCN(c2nc(-c3ccc(F)cc3)cs2)CC1,-27.1%[76.3 µM]
CC1CN(C(=O)CSc2nnc(-c3ccccc3)o2)CC(C)O1 (stereo not drawn),3.3%[76.3 µM]
Cc1ccc(C)c(NC(=O)n2ncc3cc(Cl)ccc32)c1,-12.4%[76.3 µM]
OC(CN1CCNCC1)Cn1ccc2ccccc21 (stereo not drawn),-2.6%[76.3 µM]
Cc1ccc(Sc2ccc(N3CCC(C(=O)Nc4ccc(Cl)cc4)CC3)nn2)cc1,13.1%[76.3 µM]
CCOc1ccc(C(C(=O)NCC2CCCO2)N(Cc2ccccc2)C(=O)c2snc(C(N)=O)c2N)cc1 (stereo not drawn),5.8%
C#CCn1cnc2c(oc3ccccc32)c1=O,-1.1%[76.3 µM]
O=C(Cn1cc(SCc2ccccc2)c2ccccc21)N1CCCCC1,-8.8%[76.3 µM]
O=S(=O)(c1ccccc1F)N1CCN(CCc2ccccc2)CC1,-0.7%
CCOc1ccc(NC(=O)C(C)Sc2nccn2C)cc1 (stereo not drawn),-2.1%[76.3 µM]
COC(=O)c1c(NC(=O)/C(C#N)=C/c2ccccc2)sc2c1C(C(=O)OC)CC2 (stereo not drawn),5.3%[76.3 µM]
Cc1nc(NC(=O)CN2CCN(c3ccccc3F)CC2)sc1C(=O)N(C)C,-12.7%[76.3 µM]
COc1cccc(NC(=O)N2CCCC2C(=O)NC2CCCC2)c1 (stereo not drawn),5.3%
Cc1ccc(C)c(NC(=O)NNC(=O)CCc2ccccc2)c1,-4.5%[76.3 µM]
Oc1ccccc1Oc1ncc(Br)c(Cl)n1,?
CSCCC(NC(=O)c1ccco1)C(=O)N1CC=C(c2ccccc2)CC1 (stereo not drawn),-1.5%[76.3 µM]
CCOC(=O)c1cnc2nc(NCc3cccc(Br)c3)[nH]n2c1=O,3.3%[76.3 µM]

# 6 records drawn at random from those above, as already listed:
SMILES,GAA glycogen
COc1cccc(NC(=O)N2CCCC2C(=O)NC2CCCC2)c1 (stereo not drawn),5.3%
Cc1ccc(C)c(NC(=O)NNC(=O)CCc2ccccc2)c1,-4.5%[76.3 µM]
COC(=O)c1c(NC(=O)/C(C#N)=C/c2ccccc2)sc2c1C(C(=O)OC)CC2 (stereo not drawn),5.3%[76.3 µM]
Cc1nc(NC(=O)CN2CCN(c3ccccc3F)CC2)sc1C(=O)N(C)C,-12.7%[76.3 µM]
CCOC(=O)c1cnc2nc(NCc3cccc(Br)c3)[nH]n2c1=O,3.3%[76.3 µM]
CSCCC(NC(=O)c1ccco1)C(=O)N1CC=C(c2ccccc2)CC1 (stereo not drawn),-1.5%[76.3 µM]

# Remaining list, next part:
SMILES,GAA glycogen
COc1ccc(OC)c(-c2noc(N3CCN(c4cc(Cl)ccc4C)CC3)n2)c1,3.4%[76.3 µM]
O=C(Nc1ccc(C(=O)O)cc1)/C(=C\C=C\c1ccccc1)NC(=O)c1ccccc1Cl,-5.8%[76.3 µM]
C=CCc1ccccc1OCC(O)CN1CCN(CCO)CC1 (stereo not drawn),4.8%
Cc1cccn2c(=O)c(C(=O)NCc3ccc(F)cc3)c(O)nc12,-7.5%[76.3 µM]
O=C(NCCS(=O)(=O)c1ccc(Br)cc1)c1ccccc1Cl,-0.7%[76.3 µM]
CC(=O)Nc1ccc2nc(SCCOc3ccccc3)sc2c1,9.4%[76.3 µM]
Cc1cccc2c1-c1sc(C(=O)Nc3ccccc3C(N)=O)cc1CO2,-4.4%[76.3 µM]
CCc1nn(CC(=O)NCc2ccccc2)c(=O)c2cccn12,14.7%[76.3 µM]
CCOC(CNC(=O)Cn1nc(Cc2ccncc2)c2ccccc2c1=O)OCC,5.5%
Cc1nnc(SCC(=O)Nc2nccs2)n1C(C)C,-4.9%[76.3 µM]
COc1cc(C2Nc3ccccc3-c3nnc(SCc4ccc(C)cc4)nc3O2)cc(OC)c1O (stereo not drawn),-24.0%[76.3 µM]
CCS(=O)(=O)N1CCc2cc(C(=O)Nc3cc(Cl)ccc3C)ccc21,5.4%[76.3 µM]
O=C(NCCO)C(=O)Nc1cc2c3c(c1)CCN3C(=O)CC2,1.6%[76.3 µM]
CCOc1ccc(NCc2cccn2-c2nnc(N3CCC(C(=O)NCc4cccc(OC)c4)CC3)s2)cc1,-21.9%[76.3 µM]
CC(Oc1ccc(Cl)cc1)C(=O)NCC1CCCO1 (stereo not drawn),10.1%[76.3 µM]
CCOCc1cc(CN2CCN(c3cccc(Cl)c3)CC2)c(O)c2ncccc12,-24.8%[76.3 µM]
CCOc1ccc(-n2cc(C(=O)Nc3ccccc3OCC)c3cc(OC)c(OC)cc3c2=O)cc1,5.2%[76.3 µM]
COc1cccc(C(=O)N(Cc2cccc(Cl)c2)Cc2ccco2)c1,8.3%[76.3 µM]
Cc1nc(N2CCN(c3ccccn3)CC2)c2c(C)c(C(=O)N3CCN(c4ccccc4F)CC3)sc2n1,-1.2%
CC1CCCN(S(=O)(=O)c2ccc3c(c2)c(=O)nc2ccc(Cl)cn23)C1 (stereo not drawn),-1.0%[76.3 µM]
NC(=O)CC(NC(=O)Cc1ccc(Br)cc1)c1ccc(NCCN2CCCCC2)c([N+](=O)[O-])c1 (stereo not drawn),17.6%[76.3 µM]
O=C1Nc2ccccc2O/C1=C\c1ccccc1Br,3.8%
CCOC(=O)c1cnc2c(ccc3ccccc32)c1NCCN(C)C,0.0%[76.3 µM]
CC(C)(Oc1ccc(Cl)cc1)C(=O)Nc1ccc(-c2nc3ncccc3o2)cc1,-9.5%[76.3 µM]
Cc1ccc2c(c1)N(C(=O)CCC(=O)NC1CCCCCC1)CC(C)O2 (stereo not drawn),-7.8%[76.3 µM]
O=C1NC(c2ccccc2)CCO1 (stereo not drawn),18.5%[76.3 µM]
COC(=O)C1=C(O)/C(=C\c2ccc(OCC(=O)Nc3ccc(OC)cc3)cc2)N=C1C,-10.5%[76.3 µM]
CC(=O)c1ccc(OCCCOc2cccc3cccnc23)cc1,-1.1%[76.3 µM]
N#CC1=C(N)OC2=C(C(=O)CCC2)C1c1ccc2c(c1)OCO2 (stereo not drawn),-10.6%[76.3 µM]
Cn1c(=O)n(Cc2c(F)cccc2Cl)c(=O)c2c1nc1n2CCN1c1ccc(F)cc1,2.2%[76.3 µM]
CCn1c(SCC(=O)N2CCCCC2)nc2c(c1=O)SCC2,-6.4%[76.3 µM]
CC(=O)Nc1ccc(NC(=O)C2CC(=O)N(C(C)C)C2)cc1 (stereo not drawn),1.5%[76.3 µM]
COc1ccccc1NC(=O)CSc1nc2c(oc3ccccc32)c(=O)n1-c1ccccc1F,12.2%[76.3 µM]
Cc1ccc(NC(=O)CCNC(=O)c2ccc([N+](=O)[O-])cc2)cc1C,-4.5%
COc1ccc(NC(=O)C(C)N(c2ccccc2)S(C)(=O)=O)cc1 (stereo not drawn),-11.0%[76.3 µM]
Cc1cccc(CNC(=O)c2ccc(Cn3c(SCc4cccc(F)c4)nc4cccnc43)cc2)c1,-12.4%[76.3 µM]
O=C(Nc1nnc(S(=O)(=O)N2CCCC2)s1)c1ccc(F)cc1,9.2%[76.3 µM]
Cc1cc(C)cc(C(=O)NCCCN2CCOCC2)c1,-9.1%[76.3 µM]
COc1ccc(C)cc1NC(=O)CSc1ccc(-c2ccccn2)nn1,-0.5%&16.2%[76.3 µM]
COc1ccc(CCNC(=O)c2ccc(Cn3c(=O)c4ccccc4n(Cc4ccccc4Cl)c3=O)cc2)cc1OC,7.9%[76.3 µM]
CC(=O)Nc1ccc(NC(=O)c2ccc(COc3ccc(Cl)cc3Cl)o2)cc1,8.5%[76.3 µM]
CSCC[C@H](NC(=O)c1ccc(Br)o1)c1nnc2ccccn12,8.4%[76.3 µM]
CN(Cc1ccccc1Cl)C(=O)c1cc2ccccc2o1,-1.0%
Cc1cc(C)nc(SCCCNCc2ccc(Br)cc2)n1,-7.4%[76.3 µM]
CN1CCN(S(=O)(=O)c2ccc(NC(=O)c3ccccc3Cl)cc2)CC1,8.6%[76.3 µM]
COc1ccccc1-c1nc(SCC(=O)N2CCOCC2)n[nH]1,-2.9%

# Screening results: PubChem BioAssay, National Center for Advancing Translational Sciences (NCATS)
